# AGP1 TOR yeast = modulators of AGP1-GFP expression in yeast TOR pathway, primary screen, cell-based, multiplex flow cytometry, S. cerevisiae, MLPCN library. 3 h; GFP as percent of DMSO wells. GFP response vs DMSO, % at 10 µM. hit rate 0.02% among 320,000;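 active means GFP response relative to DMSO above a set limit, near screen average plus 3 SD, cut at about 150% in these data; inconclusive means fewer than 70 cells counted for the yeast strain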;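 further: median GFP channel fluorescence of the gated AGP1 strain per well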
# CIT2 TOR yeast = modulators of CIT2-GFP expression in yeast, primary screen, S. cerevisiae, GFP fusion, multiplex flow cytometry, MLPCN library | hit rate 0.065% among 320,000 | GFP response vs DMSO, % at 10 µM | S. cerevisiae CIT2-GFP strain, 3 h; 100 means same as DMSO wells | AID 2029, 2009;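 active means GFP response relative to DMSO above a set limit, near the screen mean plus 3 SD, cut at about 150% in these data; inconclusive means Fewer than 70 cells measured for a yeast strain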;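 further: ratio of well median GFP fluorescence to mean of DMSO wells on the plate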
# procasp7 counter = procaspase-7 activators, primary screen, counter-screen for procaspase-3 activator project, biochemical, absorbance, HTS, human; hit rate 0.093% among 330,000; recombinant procaspase-7, Ac-DEVD-pNA absorbance 405 nm; D23A/D198A/D206A triple mutant, cannot self-cleave; scale: DMSO 0, 5 µM enzyme 100; AID 463210, 2010; Caspase-7 (Homo sapiens), P55210; activation, % at 8.5 µM;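 active means percent activation above the screen-wide mean plus 3 SD, cut at about 25% in these data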
# Target sequence (P55210 whole entry D23A/D198A/D206A): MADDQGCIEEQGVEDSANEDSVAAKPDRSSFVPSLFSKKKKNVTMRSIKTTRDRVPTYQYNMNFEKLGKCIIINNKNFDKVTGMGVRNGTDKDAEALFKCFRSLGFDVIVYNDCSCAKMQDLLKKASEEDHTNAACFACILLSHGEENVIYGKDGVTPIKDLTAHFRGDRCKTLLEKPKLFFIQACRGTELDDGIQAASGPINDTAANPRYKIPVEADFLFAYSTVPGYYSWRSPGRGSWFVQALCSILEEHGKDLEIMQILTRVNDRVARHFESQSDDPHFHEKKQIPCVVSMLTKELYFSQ
#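 Assay system – Uncleavable procaspase-7 mutant enzyme · Quantity – 2 µM procaspase-7 mutant as dispensed · Times – 1 h preincubation, 2 h reaction · Dosing – single nominal 8.5 µM compound dose, 0.8% DMSO final · Buffer or medium – Zinc-free 50 mM HEPES buffer, pH 7.4, with NaCl and Triton X-100 · Detection – Epi-absorbance of released pNA at 405 nm, two timepoints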
# RPL19A-GFP yeast = RPL19A-GFP expression modulators in yeast, primary screen, cell-based, S. cerevisiae, multiplex flow cytometry, MLPCN; S. cerevisiae RPL19A-GFP strain, 3 h; active compounds read low; hit rate 0.3% among 330,000; percent response vs DMSO, % at 10 µM;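 active means percent response vs DMSO below 50%; inconclusive means fewer than 70 events counted for the yeast strain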;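 further: median channel GFP fluorescence of the barcoded RPL19A-GFP strain; ratio of sample median GFP to plate DMSO average so 100% = DMSO; lower means less RPL19A-GFP as with rapamycin TOR inhibition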
# LAP4-GFP MLPCN = modulators of LAP4-GFP expression in yeast, primary screen, S. cerevisiae, multiplex flow cytometry, MLPCN library. GFP response vs DMSO, % at 10 µM. hit rate 0.34% among 320,000. 3 h; median GFP as percent of DMSO wells. AID 2023, 2009;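 active means GFP response vs DMSO above a set limit, about the screen mean plus 3 SD, cut at about 150% in these data; inconclusive means under 70 cell events counted for the yeast strain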
# AHR act = AHR activators, primary screen, cell-based, luminescence, luciferase reporter, human; Aryl hydrocarbon receptor (Homo sapiens), P35869; AHR-responsive luciferase reporter cells; activation, % at 5 µM; hit rate 2.5% among 320,000; AID 2796, 2010; in the data active means activation above about 47%;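 further: 0% = vehicle wells and 100% = reference agonist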
# procasp3 activ = activators of human procaspase-3 D3A mutant, primary screen, biochemical, absorbance, PC-3 D3A mutant, single concentration; Caspase-3 (Homo sapiens), P42574; recombinant procaspase-3 D3A, Ac-DEVD-pNA absorbance 405 nm; activation, % at 8.5 µM; hit rate 0.11% among 330,000;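 active means activation above the mean of all tested compounds plus 3 SD, cut at about 21% in these data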;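 further: 0% = DMSO alone and 100% = DMSO wells spiked with extra 5 µM PC-3 D3A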
# Target sequence (P42574 whole entry D9A/D28A/D175A): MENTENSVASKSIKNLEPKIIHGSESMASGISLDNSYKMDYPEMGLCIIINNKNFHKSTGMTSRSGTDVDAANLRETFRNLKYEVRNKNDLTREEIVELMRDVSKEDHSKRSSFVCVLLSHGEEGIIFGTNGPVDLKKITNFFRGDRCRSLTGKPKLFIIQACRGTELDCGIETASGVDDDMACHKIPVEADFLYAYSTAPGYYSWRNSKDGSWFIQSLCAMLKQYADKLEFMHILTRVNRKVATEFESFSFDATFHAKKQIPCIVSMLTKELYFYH
#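 Compound: 8.5 µM single point, 0.8% DMSO / Material: Autoprocessing-dead procaspase-3 D3A mutant enzyme / Timing: 1 h preincubation plus 2 h reaction at 25 °C / Medium: Zinc-free HEPES/NaCl buffer with 0.01% Triton X-100 at pH 7.4 / Technique: 405 nm absorbance of p-nitroaniline, reads at 0 and 120 min / Repeats: one well per compound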
# MEP2 TOR yeast = modulators of MEP2-GFP levels in yeast, primary screen, S. cerevisiae, multiplex flow cytometry, MLPCN library | S. cerevisiae MEP2-GFP strain, 3 h; 100% = DMSO control level | GFP response vs DMSO, % at 10 µM | hit rate 0.51% among 330,000;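 active means GFP response versus DMSO above a set limit, roughly screen mean plus 3 SD, cut at about 180% in these data; inconclusive means fewer than 70 cells counted for a yeast strain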;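 further: median GFP fluorescence of the barcode-gated MEP2-GFP cells per well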
# Starred values were filed as active, the others as inactive; ? = inconclusive; · = not tested or not shown.
SMILES,AGP1 TOR yeast,CIT2 TOR yeast,procasp7 counter,RPL19A-GFP yeast,LAP4-GFP MLPCN,AHR act,procasp3 activ,MEP2 TOR yeast
CCN(CCn1cccn1)C(=O)CC1C(=O)NCCN1Cc1ccc(F)c(F)c1 (configuration not stated),101.7,96.9,-10.7,103.3,103.6,3.7,-11.1,99.8
COCCCn1c(=O)c2sccc2n2c(CCCC(=O)N3CCN(c4ccccn4)CC3)nnc12,110.0,107.2,0.2,101.7,103.4,1.3,4.2,108.2
COc1ccc(S(=O)(=O)N2CCCN(CC(=O)Nc3ccc4c(c3)OCO4)CC2)cc1,103.1,100.3,0.2,102.0,97.6,2.3,-2.5,102.6
CCC(c1nc2ccccc2c(=O)n1-c1nc2ccccc2s1)N1C(=O)c2ccccc2C1=O (configuration not stated),84.4,93.8,10.1,103.2,78.9,2.5,-3.8,99.5
CCN(CC)c1ccc(-c2n[nH]c(=S)n2-c2ccccc2C)cc1,98.8,100.4,-24.9,98.5,100.2,6.9,-17.1,87.9
O=c1[nH]c(C2CCCN(S(=O)(=O)c3ccccc3Cl)C2)nc2c1nnn2Cc1ccc2c(c1)OCCO2 (configuration not stated),93.7,91.8,-7.2,95.6,98.0,2.2,-3.6,100.7
O=C1COCCOCCOCCOCC(=O)NCCN1,95.1,112.4,2.4,93.6,104.5,0.4,-12.1,98.6
COc1ccc(CCNC(=O)Cc2nn(C)c(=O)c3ccccc23)cc1OC,102.2,97.3,8.7,99.1,105.9,0.2,-2.5,99.2
COc1ccc(C(=O)C[n+]2ccc3c(c2)nc(-c2ccccc2)n3C)cc1,109.0,105.0,-8.6,104.0,104.4,-0.8,0.2,111.7
O=C(O)CP(=O)(O)O,89.5,88.8,-4.5,100.1,98.8,1.5,-4.3,96.1
O=C(NCc1ccc(Cl)cc1)C1CCCN1C(=O)Nc1ccccc1 (configuration not stated),106.3,105.0,6.1,103.5,91.6,0.0,4.3,102.4
CCCNC(=O)C(Cc1ccc(I)cc1)NC(=O)C1CC1 (configuration not stated),104.0,112.9,2.7,101.8,108.8,-0.8,3.3,100.6
Cc1c(Cl)c([N+](=O)[O-])nn1CC(=O)Nc1ccc2c(c1)OCO2,89.7,85.9,9.7,91.8,97.6,7.2,0.5,93.5
CCOc1ccccc1N(CC(=O)O)S(=O)(=O)c1ccc(C)cc1,94.2,91.9,11.0,98.2,93.3,-1.5,9.8,95.7
O=C(O)c1cccnc1Sc1ncnc2sc3c(c12)CCC3,103.3,97.5,-2.1,103.0,111.5,3.2,1.4,97.8
COc1ccc(OC)c(NC(=S)N2CCN(Cc3ccccc3)CC2)c1,96.3,94.5,-9.8,98.9,98.3,4.0,-13.8,93.3
CCOc1cc(-c2nc(C)c(C(C)=O)n2O)ccc1OCC(=O)Nc1ccc(F)cc1,99.4,96.4,3.6,100.6,100.8,2.5,7.5,100.2
COc1cc(NC(=O)c2ccccc2)c(OC)cc1NC(C)=O,98.8,101.9,2.3,95.5,103.1,85.7*,-9.0,98.3
S=c1nc2ccccc2c2nc(-c3ccccc3Cl)[nH]n12,99.9,92.0,-3.5,99.2,96.7,133.9*,-9.5,101.7
O=C(NC1CCN(Cc2ccccc2)CC1)c1ccccc1NS(=O)(=O)c1ccc(F)cc1,105.7,118.7,3.5,108.2,112.6,0.0,0.2,118.6
Cc1ccc(C(=O)NC(=S)Nc2ccc(NC(=O)c3cccs3)cc2)cc1[N+](=O)[O-],103.2,98.4,9.5,102.3,103.4,-2.2,6.0,102.4
C=CCn1c(SCC(=O)Nc2nccs2)nnc1-c1ccco1,·,103.0,-7.2,101.0,101.5,-2.1,-5.0,98.2
CC(C)CC(=O)Nc1ccc(C(=O)NN2C(=O)c3ccccc3C2=O)cc1,97.1,102.7,-5.8,97.5,106.5,-1.9,11.8,108.0
CCCCOc1ccc(-c2nnc(-c3ccco3)o2)cc1,85.4,97.3,9.4,85.9,93.8,-3.7,0.5,92.2
COc1ccc(C)cc1NC(=O)C1CCCCC1C(=O)O (configuration not stated),104.9,92.1,-0.7,100.6,98.8,1.0,2.3,97.5

# (list continues)
SMILES,AGP1 TOR yeast,CIT2 TOR yeast,procasp7 counter,RPL19A-GFP yeast,LAP4-GFP MLPCN,AHR act,procasp3 activ,MEP2 TOR yeast
O=C(CNC(=O)c1cc(=O)[nH]c2ccccc12)Nc1ccc(F)c(F)c1,?,95.9,-0.8,99.4,?,70.8*,1.8,?
COc1ccc(C(=O)Nc2cccc(/C(C)=N/NC(=O)c3ccc([N+](=O)[O-])cc3)c2)cc1OC,93.6,93.3,7.3,94.6,91.4,28.8,-2.6,94.4
COc1ccnc(Oc2ccc(C)cc2C)c1C#N,100.1,93.8,9.2,96.8,101.8,-0.1,2.9,103.3
O=C(COC(=O)/C=C/c1ccccc1F)Nc1nnc(-c2ccccc2)o1,110.8,102.3,-0.2,100.4,109.3,2.6,10.8,101.5
Cc1ccc(NC(=O)CN(C)C(=O)c2ccc3[nH]c4c(c3c2)CC(C)CC4)cc1 (configuration not stated),95.3,85.1,-4.4,97.4,103.6,12.6,0.4,96.7
CCn1nc(C)cc1C(=O)N1CCCC(C(=O)c2ccccc2SC)C1 (configuration not stated),108.3,108.9,2.1,107.2,101.1,0.1,5.4,104.6
CCCCCN1CC(O)=C(c2ccccc2)C1=N,102.7,97.3,4.6,102.9,104.2,-0.9,1.6,109.7
Cc1c(-c2ccco2)[n+](=O)c2c(n1[O-])CCCCC2,99.9,92.3,-3.6,99.0,97.5,2.2,5.6,100.0
Cc1ccc(-n2nc3ccc(NC(=O)C(C)C)cc3n2)cc1,97.2,102.8,2.3,102.3,98.5,39.6,2.6,106.1
c1ccc2c(Nc3nc4c(s3)CCCC4)cccc2c1,95.7,89.6,-13.7,93.1,105.0,36.1,-15.1,95.7
Cc1ccc(NC(=O)c2cc(NC(=O)C3CC=CCC3C(=O)O)ccc2N2CCOCC2)cc1 (configuration not stated),87.5,86.3,-0.4,93.2,87.6,13.7,-5.4,88.3
Cn1nc(C(F)(F)F)c(C(=O)Nc2ccc(F)cc2F)c1Sc1ccc(C(F)(F)F)cc1,·,100.4,2.0,98.3,102.3,-2.1,-4.5,100.6
O=C(NCCCN1CCCC1=O)c1ccc2c(c1)OCO2,102.7,99.3,0.7,101.4,99.9,0.9,-2.5,99.8
CC12CCC(c3c(C(=O)O)nn(-c4ccccc4)c31)C2(C)C (configuration not stated),102.7,95.4,-0.4,99.8,94.4,0.6,-5.9,103.8
CCN(CCCn1c(=S)[nH]c2ccc(N3CCOCC3)cc2c1=O)c1ccccc1,106.3,104.1,9.4,112.2,106.3,12.7,-1.1,105.6
NC(=S)N/N=C1\CC(c2ccc3c(c2)OCCO3)Oc2ccc(F)cc21 (configuration not stated),111.6,106.3,-4.7,101.2,122.6,-3.1,-9.1,100.8
COc1ccc(NC(=O)c2cccc(Oc3ccc([N+](=O)[O-])cc3Cl)c2)cc1,98.6,89.7,2.5,101.2,112.6,4.6,1.9,107.4
CCc1[nH]nc(C(=O)NC2CCCN(Cc3ccccc3F)C2)c1C (configuration not stated),120.0,110.8,12.9,104.9,118.6,1.3,-2.8,108.0
CCCCOc1ccccc1C1C(C(=O)OC)=CN(CC)C=C1C(=O)OC,103.8,102.0,7.4,104.2,104.5,2.9,4.9,109.1
COc1ccc(S(=O)(=O)N2CCOC23CCN(S(=O)(=O)c2cc(F)ccc2F)CC3)cc1,108.5,97.8,5.4,102.2,113.9,-0.2,-3.6,105.0
COC(=O)c1c(NC(=O)CN2CCN(S(=O)(=O)c3ccccc3)CC2)sc2c1CCC(C)C2 (configuration not stated),91.5,97.5,-1.6,99.7,84.1,1.3,5.6,97.8
COc1ccc(NC(=O)CN2CCCCCC2)cc1OC,91.3,88.2,-8.1,100.8,97.0,1.3,-7.8,109.7
CCC(=O)Nc1ccc(N2CCN(Cc3ccccc3)CC2)cc1,109.3,93.3,0.9,107.0,106.0,-0.3,4.7,109.0
CCSc1nnc2n(-c3ccc(OC)cc3)c(=O)c3c4c(sc3n12)CCCC4,104.8,108.1,8.8,106.4,119.0,-0.7,4.1,109.1
CC(C)(C)C(=O)O/N=C(\N)c1ccc(Oc2cc(Cl)cc(Cl)c2)c([N+](=O)[O-])c1,108.9,105.1,12.5,100.1,100.9,-0.8,1.2,93.2

# Limited to MEP2 TOR yeast, procasp7 counter and procasp3 activ, for three of the compounds above:
canonical_smiles,MEP2 TOR yeast,procasp7 counter,procasp3 activ
CCSc1nnc2n(-c3ccc(OC)cc3)c(=O)c3c4c(sc3n12)CCCC4,109.1,8.8,4.1
COc1ccc(NC(=O)CN2CCCCCC2)cc1OC,109.7,-8.1,-7.8
Cc1ccc(NC(=O)c2cc(NC(=O)C3CC=CCC3C(=O)O)ccc2N2CCOCC2)cc1 (configuration not stated),88.3,-0.4,-5.4

# (continued)
SMILES,AGP1 TOR yeast,CIT2 TOR yeast,procasp7 counter,RPL19A-GFP yeast,LAP4-GFP MLPCN,AHR act,procasp3 activ,MEP2 TOR yeast
Cc1ccc(N2C(=O)c3cccc4c(C(=O)O)ccc(c34)C2=O)cc1,108.4,·,-1.9,100.2,99.0,10.2,3.3,105.9
Cc1nn(C)cc1S(=O)(=O)N1CCN(Cc2ccccc2Cl)CC1,101.4,105.3,6.1,96.2,99.0,3.9,8.1,95.4
CCCCNC(=O)CCc1c(C)nc2nc(-c3cc(OC)cc(OC)c3)nn2c1C,99.7,97.9,10.5,97.8,97.9,1.1,3.4,98.1
COc1cc(/C=C2\CCc3c2nc2ccccc2c3C(=O)O)cc(OC)c1OC,102.4,89.7,-6.1,94.3,106.6,12.9,-3.8,114.4
COc1cc(C)c(NC(=O)c2cc(C3CC3)nc3c2cnn3C(C)C)cc1OC,98.4,92.8,0.7,97.0,96.2,2.5,-0.3,96.4
COc1cc(NS(=O)(=O)c2ccc(NC(C)=O)cc2)nc(OC)n1,107.1,98.0,6.1,97.4,104.1,2.0,6.9,99.6
O=C(O)CCN(Cc1ccccc1)S(=O)(=O)c1c(Cl)cccc1Cl,101.3,98.1,3.5,106.1,95.3,0.6,2.2,102.2
CN(c1nc2nonc2nc1NC1CC1)C1CCOC1 (configuration not stated),101.6,92.0,-4.0,93.3,102.8,2.4,-4.5,97.4
Cc1ccc(Nc2ccc(-n3ccnc3)nn2)cc1C,30.3,79.5,0.2,53.2,96.6,90.9*,0.5,156.5
NS(=O)(=O)c1ccc(-c2c(-c3ccccc3)sc3ccccc23)cc1,98.8,101.3,-1.8,103.8,101.7,1.3,4.1,91.4
C=CCNC(=O)c1ccc(Cn2c(=S)[nH]c3cc4c(cc3c2=O)OCO4)cc1,88.3,78.4,15.7,90.2,80.8,5.3,5.1,96.1

# Screening data as filed in PubChem.

# Compounds as they come, and some 3.5% of all compounds hit somewhere here.
